PI5P4K alpha inh – qHTS for Inhibitors of phosphatidylinositol 5-phosphate 4-kinase (PI5P4K); max response, %; PI5P4Kalpha enzyme, ADP-Glo luminescence, 60 min; active compounds read low; hit rate 1.2% among 330,000; Phosphatidylinositol 5-phosphate 4-kinase type-2 alpha (Homo sapiens), P48426; AID 652105, 2013; active = max response of -50% or lower; inconclusive = between -30% and -50%; inactive = -30% or higher; note: value at the top dose of about 77 µM; % is set by controls: 0 for no effect and ±100 for the full control effect
Target sequence (P48426 whole entry, looked up): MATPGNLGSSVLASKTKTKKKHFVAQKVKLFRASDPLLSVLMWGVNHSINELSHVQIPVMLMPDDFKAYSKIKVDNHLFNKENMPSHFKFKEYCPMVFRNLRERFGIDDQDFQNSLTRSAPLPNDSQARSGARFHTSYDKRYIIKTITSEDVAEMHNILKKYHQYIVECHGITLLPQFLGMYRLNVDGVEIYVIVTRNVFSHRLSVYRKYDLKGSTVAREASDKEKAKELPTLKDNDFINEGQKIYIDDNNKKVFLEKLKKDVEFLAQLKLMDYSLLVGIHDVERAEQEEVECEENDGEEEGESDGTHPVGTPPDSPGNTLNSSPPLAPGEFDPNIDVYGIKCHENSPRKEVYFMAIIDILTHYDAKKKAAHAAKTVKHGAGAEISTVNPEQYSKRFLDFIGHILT
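PI5P4Kalpha ADP-Glo assay; 5 microM ATP final; 60 min RT reaction; HEPES pH 7.4/EGTA/CHAPS, 5% DMSO; controls lacking substrate or enzyme; luminescent end-point.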
HEK293 tox – qHTS of GLP-1 Receptor Inverse Agonists: Cytotox Screen; HEK293 cAMP-luciferase reporter cells, luminescence, 24 h; Potency, µM (doses to about 38.3 µM), inactives show top-dose activity change, negative = inhibition, actives largely listed as inhibitors; hit rate 0.13% among 410,000; AID 624418, 2012;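 note: loss of luciferase light is scored as toxicity; potency is the fitted concentration of half-maximal effect; % is set by controls: 0 for no effect and ±100 for the full control effect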
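To flag toxic compounds, the library was rerun on cells for 24 hr at 37 deg C and 5% CO2. Viability-linked luminescence was captured 12 min after adding luciferase detection reagent.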
EPAC1 antag – qHTS for Antagonist of cAMP-regulated guanine nucleotide exchange factor 3 (EPAC1): primary screen; Potency, µM (titrated, usually from 115 µM), inactives show at the top dose activity change, negative = inhibition, hits mostly inhibitors; EPAC1 GEF assay, Rap1b-BODIPY-GDP exchange fluorescence; Rap guanine nucleotide exchange factor 3 (Homo sapiens), O95398; hit rate 0.14% among 360,000; AID 720709, 2013;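 note: potency is the fitted concentration of half-maximal effect; plate controls were vehicle for no effect and positive control for full effect; nearly all actives have a fitted effect of over 50% in size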
GLP-1R agonist – qHTS of GLP-1 Receptor Agonists. HEK293 GLP-1R CRE-luciferase, luminescence, 4-6 h; cells express a hypersensitive GLP-1R form. Potency, µM (top dose mostly 45.6 µM), for the others: top-dose activation, usual class: activators. hit rate 0.007% among 380,000. AID 624172, 2012; note: potency is the fitted concentration of half-maximal effect; % of control where 0% means no effect
PTHR1 ag – qHTS for PTHR1 Agonists: Primary Screen; Parathyroid hormone/parathyroid hormone-related peptide receptor (Homo sapiens), Q03431; HEK293 GP2 PTHR1 cells, GloSensor cAMP luminescence, 1 h; Potency, µM (top dose mostly 115 µM), without a hit: at the top dose activation, actives largely listed as activators; hit rate 0.075% among 410,000; AID 743266, 2014; note: potency is the fitted concentration of half-maximal effect; nearly all actives have a fitted effect of over 55% in size; some results filed as inactive show a strong effect at the top dose; inactives centre near -15; many of its hits are not listed in these tables
Target sequence (Q03431 whole entry, looked up): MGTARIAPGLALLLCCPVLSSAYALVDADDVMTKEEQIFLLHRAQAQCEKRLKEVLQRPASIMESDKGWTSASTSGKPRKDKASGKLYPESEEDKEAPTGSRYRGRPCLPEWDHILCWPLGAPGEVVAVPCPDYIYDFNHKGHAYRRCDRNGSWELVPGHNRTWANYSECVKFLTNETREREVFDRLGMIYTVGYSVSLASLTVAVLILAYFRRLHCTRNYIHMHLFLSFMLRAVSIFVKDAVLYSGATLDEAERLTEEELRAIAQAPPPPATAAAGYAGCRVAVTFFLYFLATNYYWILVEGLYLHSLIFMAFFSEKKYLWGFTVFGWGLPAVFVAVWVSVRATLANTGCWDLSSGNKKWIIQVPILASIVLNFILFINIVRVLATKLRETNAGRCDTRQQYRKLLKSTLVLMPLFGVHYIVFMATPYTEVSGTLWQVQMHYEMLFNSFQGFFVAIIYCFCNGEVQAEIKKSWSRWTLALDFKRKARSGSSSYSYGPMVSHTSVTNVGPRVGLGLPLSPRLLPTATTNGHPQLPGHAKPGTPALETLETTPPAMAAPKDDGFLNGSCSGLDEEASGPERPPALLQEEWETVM
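HEK-293-derived GP2 cells expressing PTHR1 and a GloSensor cAMP reporter, 3,000/well, plated overnight, given luciferin plus IBMX (each 0.5 mM as added) for 1 h at 37 °C, then compound for 1 h at 37 °C. Luminescence was read after 15 min at room temperature.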
GLP1R inv ag – qHTS of GLP-1 Receptor Inverse Agonists (Inhibition Mode); Glucagon-like peptide 1 receptor (Homo sapiens), P43220; HEK293 GLP-1R CRE-luciferase, luminescence, 24 h; GLP-1R form is constitutively active; Potency, µM (titrated, usually from 38.3 µM), for inactives: at the top dose activity change, negative = inhibition, usual class: inhibitors; hit rate 1.6% among 410,000; AID 624417, 2012; note: potency is the fitted concentration of half-maximal effect; % is set by controls: 0 for no effect and ±100 for the full control effect; nearly all actives have a fitted effect of over 55% in size
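Seeding at 200 cells/uL, 12 h culture, 24 hr compound treatment, then luciferase reagent and a luminescence read; cells are HEK293 stably expressing a constitutively active GLP-1R plus cAMP-responsive luciferase.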
EPAC1 agonist – qHTS for Agonist of cAMP-regulated guanine nucleotide exchange factor 3 (EPAC1): primary screen; Rap guanine nucleotide exchange factor 3 (Homo sapiens), O95398; EPAC1 agonist qHTS, biochemical assay; response scale: 100% = response to 6.5 mM cAMP; Potency, µM (series often up to 154 µM), without a hit: top-dose activation, usual class: activators; hit rate 0.073% among 360,000; AID 720707, 2013; note: potency is the fitted concentration of half-maximal effect; nearly all actives have a fitted effect of over 60% in size
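Read-out is the fluorescence drop as BODIPY-GDP leaves Rap1B (480 nm excitation, 540 nm emission), recorded every 5 minutes over 30 minutes. Reactions held 100 nM EPAC1, 250 nM Rap1B–BODIPY-GDP and 50 uM GDP, with 6.5 mM cAMP setting full activation.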
PLK1 PBD block – qHTS for Inhibitors of PLK1-PDB (polo-like kinase 1 - polo-box domain): Primary Screen; Plk1 PBD binding of FITC phosphopeptide, fluorescence polarization; Potency, µM, inactives show max response, negative = inhibition, most hits filed as inhibitors; AID 720504, 2013; hit rate 2.8% among 360,000; Serine/threonine-protein kinase PLK1 (Homo sapiens), P53350; note: potency is the fitted concentration of half-maximal effect; series mostly up to about 57 µM; % is set by controls: 0 for no effect and ±100 for the full control effect; nearly all actives have a fitted effect of over 65% in size
IL-2 act – qHTS of IL-2 Activators. IL-2 activation reporter assay, cell-based qHTS; stimulated with anti-CD3/CD4/CD28 beads; in transgenic mouse T cells. activation, % (series mostly up to about 46 µM). hit rate 0.065% among 360,000. AID 652025, 2013; in the data active = activation above about 50%; inconclusive = mostly about 30% to 49%; note: 0% is about no effect
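EGFP and DsRed fluorescence is measured by plate cytometry in unstimulated transgenic mouse T cells exposed to compound for 60 minutes, then stimulated 18 hours at 37 degrees C with anti-CD3/anti-CD4 beads plus anti-CD28.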
An asterisk follows results filed as active; i = inactive; ? = inconclusive; . = not tested or not shown; & = joins results of further samples; [ ] = remark or other dose. Unless noted, calls come from the whole dose curve; as a rule, active = well fitted curve in the direction sought with a large enough effect; inconclusive = small, poorly fitted or top-dose-only effect, or another doubt; inactive = no such curve, though single readings can be large; an effect the other way counts as inactive or inconclusive. Some of the compounds tested; rates above refer to the full screens.

smiles | HEK293 tox | GLP-1R agonist | GLP1R inv ag | PLK1 PBD block | PI5P4K alpha inh | EPAC1 agonist | EPAC1 antag | PTHR1 ag | IL-2 act
CC(Nc1c([N+](=O)[O-])c(=O)oc2ccccc12)c1ccccc1 (stereo not given) | -37% | 10% | 8% | -4% | 1 | 6% | 10% | -43%[inhibitor] | -0.3
CCCNC(=O)CSc1nccn1Cc1ccco1 | 2%[7.66 µM] | -2% | 24%[7.66 µM] | -2% | 6 | 0% | -8% | i | 0.8
CCOC(=O)C1=C(C)NC(=O)NC1/C(C)=C/c1ccccc1 (stereo not given) | 9% | 35% | 7% | -2% | . | 7% | -9% | i | -1.7
CCn1c(-c2ccco2)n[nH]c1=S | -2% | -2% | 0% | -28% | -4 | -2% | -4% | i | -0.1
COC(=O)/C(=C1/Oc2ccc(C)cc2S1)C(F)(F)F | 4% | 4% | 21% | -8% | -1 | 5% | -2% | i | 0.0
COC(=O)C(Cc1ccccc1)NC(=O)c1cccc(S(=O)(=O)N(C)C)c1 (stereo not given) | -8% | 0% | -6% | -9% | -6 | -8% | -23% | -56%[inhibitor] | 1.8
COc1ccccc1NC(=O)CSc1nc2c(oc3ccccc32)c(=O)n1C | -17% | 1% | -4% | -7% | 2 | 12% | 9% | -20% | -2.8
COc1cccc(O)c1CN1CCC(Oc2ccc(C(=O)NCc3ccccn3)cc2)CC1 | ? | -1% | ? | ? | 0 | 8% | 4% | -2% | -1.7
CCC(Sc1nc(C)cc(=O)[nH]1)C(=O)Nc1ccc(Cl)cn1 (stereo not given) | -4% | -3% | -9% | -6% | 2 | -2% | -20% | i | -3.5
Cc1ccc(C)n1-c1ccc(C(=O)NCc2ccncc2)cc1 | -9% | 3% | 9% | -27% | -7 | -7% | 10% | -31% | 0.2
CN(c1ccccc1)S(=O)(=O)c1ccc(C(=O)Nc2nnc(C3CC3)s2)cc1 | -1% | 9% | -2% | -3% | -1 | -1% | -6% | -30% | -0.5
O=C(Nc1ccon1)c1ccc(Br)o1 | -1% | -27% | 2% | -3% | . | 0% | 1% | -10%[57.5 µM] | 1.2
COc1cc(NC(=O)CCn2c(=O)oc3ccccc32)cc(OC)c1OC | 1%&5% | 17%&1% | 6%&21% | -2% | 10 | 2% | -4% | -10%&-16% | -0.3
CCOCCCNC(=O)CN1C(=O)COc2ccc(S(=O)(=O)N3CC(C)CC(C)C3)cc21 (stereo not given) | -8% | -2% | -3% | -13% | 4 | -5% | -6% | -10% | -1.2
Fc1ccccc1OCCSc1nnnn1-c1ccccc1 | -22% | 4% | 0% | -2% | . | 15% | 5% | -30% | -1.5
CC1=NN(CCC#N)C(=O)/C1=C/c1ccc(N(C)C)cc1 | 0% | 2% | 15% | -1% | -5 | 0% | -22% | i | -2.9
C[C@@H]1CN([C@@H](C)CO)C(=O)c2cc(NC(=O)Nc3ccc4c(c3)OCO4)ccc2O[C@H]1CN(C)S(=O)(=O)c1ccc(F)cc1 | 2% | -2% | ? | -19% | -13 | -18% | -7% | -20% | -0.1
CC1CCCN(C(=O)COC(=O)CNC(=O)c2sc3ccccc3c2Cl)C1 (stereo not given) | 17% | 7% | 18% | -4% | 7 | 13% | -1% | -9% | 0.0
O=C(O)CN1C(=O)C2C3CCC(C3)C2C1=O (stereo not given) | -5% | -2% | 16% | 1% | -24 | -11% | 10% | 4% | -0.3
COc1ccc(NC(=O)[C@@H](NC(=O)N2C[C@H]3C[C@@H](C2)c2cccc(=O)n2C3)C(C)C)cc1OC | -7% | 10% | -1% | 0% | 0 | -11% | -10% | -2% | -0.2
O=C(O)c1cc(O)c2c(c1)[C@H]([C@H]1c3cc(C(=O)O)cc(O)c3C(=O)c3c(O[C@@H]4O[C@H](CO)[C@@H](O)[C@H](O)[C@H]4O)cccc31)c1cccc(OC3O[C@H](CO)[C@@H](O)[C@H](O)[C@H]3O)c1C2=O (stereo not given in full) | -30% | -4% | -10% | 1.7µM* | -79* | -8% | 3.5µM* | -49%[inhibitor] | -0.3
CN(Cc1ccccc1)S(=O)(=O)c1ccc(OCC(=O)N2CCOCC2)cc1 | -12% | -1% | -22% | -7% | . | 11% | 3% | -25%[57.5 µM] | 1.0
O=C(CSc1nnc(CNc2ccc(F)cc2)n1Cc1ccco1)N1CCCC1 | 5% | 8% | 0% | -10% | . | -4% | -4% | i | 1.0
COc1ccc(NC(C)C(=O)N/N=C/c2cc(Br)ccc2OC)cc1 (stereo not given) | -2% | 14% | -9% | -13% | -1 | 13% | -27% | i | -0.3
Cc1cc(C)nc(N(C#N)Cc2cccc([N+](=O)[O-])c2)n1 | -18% | 7% | 0% | -5% | 9 | -3% | -15% | i | -1.0
COCCn1c(-c2ccc(C)cc2)nc2oc3cc(OC)ccc3c(=O)c2c1=O | 4% | 3% | 12% | -11% | -5 | 8% | -12% | i | 4.2
Cc1occc1C(=O)N1CCN(S(C)(=O)=O)CC1 | 5% | 1% | 3% | -1% | . | -2% | 3% | -13%[57.5 µM] | -2.1
COc1nc(N2CCOCC2)nc(C)c1[N+](=O)[O-] | 76%[activator] | -2% | 13% | -8% | 4 | 9% | -7% | 22% | 1.7
NC(=O)[C@@H]1CCCN1C(=O)c1ccc2nc(Cc3cccc(Cl)c3)oc2c1 | -3% | -4% | 6% | -6% | 2 | 0% | -17% | i | -0.4
COc1ccc([C@@H]2[C@@H]3C(=O)N(C(C)(C)C)C(=O)[C@@H]3[C@]3(C)C(=O)N(c4ccc(C)cc4)C(=O)N23)cc1 | ? | 0% | -1% | 3% | 1 | -9% | -4% | -24% | -1.1
CCOc1ccc(S(=O)(=O)N2CCC(C(=O)Nc3ccc(C)c(S(=O)(=O)N4CCOCC4)c3)CC2)cc1 | -6% | -6% | ? | 1% | -3 | 1% | -5% | -29% | 0.9
CC(CC(=O)c1ccc(F)cc1)N1CCN(c2ccccc2)CC1 (stereo not given) | 0% | 14% | ? | -2% | -8 | 3% | -4% | -25% | -2.7
COC(=O)c1ccc(-c2cc(C(=O)O)c3cc4c(cc3n2)OCCO4)cc1 | 4% | -1% | 39% | -9% | -4 | -3% | -13% | -12% | -0.2
Cc1cccnc1NC(=O)c1ccc(Cl)c(S(=O)(=O)N2CCCC2)c1 | -29% | -1% | 7% | -10% | 0 | 6% | 0% | -15% | -3.2
COc1ccc(NC(=O)CN2CCN(Cc3ccc4c(c3)OCO4)CC2)cc1OC | -7% | 19% | 6% | -2% | -12 | 2% | -16% | i | 1.0
CC1(C)OC(=O)N(c2cccnc2)C1(C)O (stereo not given) | 9% | 0% | 7% | -12% | 4 | 5% | 0% | -32%[inhibitor][57.5 µM] | -0.5
CC(C)[C@H](NC(=O)Nc1cccc(C(F)(F)F)c1)C(=O)O | 7% | -5% | 4% | -2% | -10 | 1% | -2% | i | -0.6
CC(C)(C)OC(=O)C(C(=O)OC(C)(C)C)c1ccc(Cl)nn1 | -5% | -1% | ? | 1% | 0 | -5% | 9% | i | -0.8
Cc1cc(OCC(=O)Nc2nccs2)c2c(C)c(C)c(=O)oc2c1 | -11% | -2% | -12% | -8% | -7 | -5% | -14% | i | -0.5
Cc1oc(C(C)(C)C)cc1C(=O)N1CCCC1C(=O)O (stereo not given) | 4% | -4% | 0% | -9% | 0 | 2% | 2% | i | -3.8
COC1(OC)N=C(NC(=O)Nc2ccccc2)C2(C#N)C(c3ccccc3)C12C#N (stereo not given) | -15% | -8% | 14% | ? | -15 | -4% | 0% | i | 1.7
N#Cc1ccccc1OCC(=O)Nc1cccc(S(=O)(=O)N2CCCCCC2)c1 | -4% | 6% | ? | 1% | -3 | 6% | 6% | -34%[inhibitor] | -5.3
CCOC(=O)/C(=N\Nc1ccccc1)P(=O)(c1ccccc1)c1ccccc1 | -11% | 13% | ? | -5% | 4 | -1% | -17% | -14% | -2.7
COc1cc(OC)c2ccc(=O)oc2c1C(CCN1CCCC(C)C1)c1ccc(N(C)C)cc1 (stereo not given) | ? | -8% | 4% | -3% | 0 | 7% | -6% | i | 0.5
O=C(O)c1ccccc1C(=O)OCC1CCC(=NO)CC1 (stereo not given) | -2% | -1% | 2% | 0% | -6 | -2% | 18% | i | -2.6
O=C(Nc1cccc(Br)c1)C1CCCC1 | 3% | -1% | -26% | -1% | 2 | -4% | -21% | -1% | 4.4
CCn1c(SCC(=O)N/N=C/c2ccccc2OCC(=O)O)nnc1-c1ccc(C)cc1 | 1% | -1% | -2% | -2% | 2 | -2% | 10% | -8% | -0.1
COc1ccc(/C=C(\C#N)C(=O)N=CN(C)C)cc1 | 6% | 1% | 14% | 0% | 3 | -4% | 18% | -6% | -2.9
CC1(C)CC(=O)C=C(NCCc2c[nH]c3ccccc23)C1 | -2% | 1% | -24% | 1% | -3 | -6% | 7% | -17% | -0.3
O=[N+]([O-])c1ccc(-c2csc(COc3ccccc3)n2)cc1 | 3% | 7% | -10% | -19% | 5 | 8% | -4% | -25% | -0.8
COC(=O)c1[nH]c2ccc(C)cc2c1NC(=O)CCN1CCN(Cc2ccc3c(c2)OCO3)CC1 | -14% | -1% | -25% | -6% | . | 2% | 12% | i | -2.1

Source: PubChem
